bub3: NCI yeast anticancer drug screen, S. cerevisiae bub3 mutant strain; % growth inhibition at 50 µM; 9.9% of 78,000 active; AID 167, 2004;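 note: 0% = growth of vehicle-only cultures of the same strain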
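Screening used yeast with an engineered genetic alteration affecting cell cycle control. Compound-exposed cultures were compared with vehicle cultures, and reduced growth was taken as inhibition.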
yeast cln2 rad14: NCI yeast anticancer drug screen, S. cerevisiae cln2 rad14 strain; growth inhibition, % at 50 µM; 8.3% of 78,000 active; AID 165, 2004;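 note: 0% = growth of vehicle-only cultures of the same strain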
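Growth of compound-exposed yeast (cln2 rad14 genotype) measured and expressed as inhibition relative to vehicle.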
yeast mlh1 rad18: NCI yeast anticancer drug screen, S. cerevisiae mlh1 rad18 strain; growth inhibition, % at 50 µM; 11% of 79,000 active; AID 175, 2004;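 note: 0% = growth of vehicle-only cultures of the same strain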
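Cells of a genetically altered yeast strain, deficient in DNA damage repair, were treated with compound. Their growth was then compared with that of vehicle-treated cultures to give inhibition.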
yeast rad50: NCI yeast anticancer drug screen, S. cerevisiae rad50 strain | growth inhibition, % at 50 µM | 10% of 79,000 active | AID 155, 2004;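 note: 0% = growth of vehicle-only cultures of the same strain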
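A DNA repair-deficient yeast mutant serves as the test organism; compound-induced growth inhibition is calculated against vehicle-treated cells.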
sgs1 mgt1: NCI yeast anticancer drug screen, S. cerevisiae sgs1 mgt1 strain; 10% of 78,000 active; % growth inhibition at 50 µM;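 note: 0% = growth of vehicle-only cultures of the same strain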
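Yeast cells carrying a defined DNA-repair defect were exposed to test compounds. Growth inhibition was measured relative to vehicle-treated controls.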
yeast mec2-1: NCI yeast anticancer drug screen, S. cerevisiae mec2-1 strain; % growth inhibition at 50 µM; 9% of 79,000 active; AID 157, 2004;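 note: 0% = growth of vehicle-only cultures of the same strain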
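Strain: mec2-1 (DNA repair/cell cycle alteration). Compound exposure, then growth measured; inhibition expressed relative to vehicle.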
An asterisk follows results filed as active; nt = no result given; & = joins results of further samples. Cut-off read from the data, not from the text of the source: active = growth inhibition above about 70%; inactive = the rest.

structure	yeast mlh1 rad18	sgs1 mgt1	yeast cln2 rad14	yeast rad50	bub3	yeast mec2-1
NNC(=O)C(=O)N/N=C1/CCCC1C(=O)CCC(=O)Nc1ccc(Cl)cc1 (stereo not given)	-7	0	0	-4	0	-14
Clc1ccc(-c2nc3ccccc3cc2N2CCOCC2)cc1	82*	48	50	70*	40	52
CC(=O)Nc1ccc2c(c1)Cc1cc(NC(C)=O)c(Cl)cc1-2	-1	-1	8	3	-2	12
CC(C)C(CN)(c1ccccc1)c1ccccc1	-11	-9	-59	-4	-3	-8
Cc1cccc(C)c1NC(=O)Oc1ccc(F)cc1Cl	-13	24	1	-2	-1	22
C=CC(=O)N1C/C(=C\c2ccc(N(C)C)cc2)C(=O)/C(=C/c2ccc(N(C)C)cc2)C1	-5	-23	-5	49	-20	-1
O=C(NN1C(=O)CSC1=S)c1ccc([N+](=O)[O-])cc1	6	10	-20	11	-8	-2
COc1ccc(C(=O)CCN(C)C)c(OC)c1	6	-30	-5	-18	-13	-27
CN[C@@H](Cc1cccc2ccccc12)C(=O)N[C@@H](CC(C)C)B(O)O	16	4	59	27	36	12
Cc1ccc(NC(=O)Oc2cccnc2)cc1NC(=O)Oc1cccnc1	11	0	14	7	20	-5
Cc1ccc(NC(=O)C(=O)C(C(=O)c2ccc3ccccc3c2)C2OC(=O)c3ccccc32)cc1C (stereo not given)	2	22	-71	10	18	1
O=C(OCC(O)C(O)C(O)C(O)COC(=O)c1ccccc1)c1ccccc1 (stereo not given)	8	-8	-58	5	24	-7
COc1cc(CNCCO)cc(OC)c1	13	-1	-15	22	20	9
O=C(c1ccccc1)C(NCc1ccccc1)(Nc1ccccn1)c1ccccc1 (stereo not given)	20	9	5	13	-3	8
O=C(N/C=C\NC(=O)Nc1cccc(Cl)c1)Nc1cccc(Cl)c1	19	16	16	41	-2	16
CCCC(=O)Oc1c(Cl)cc(Cl)cc1-c1ccccc1	1	38	8	13	29	13
Cc1ccc(S(=O)(=O)C2=CC(=O)c3ccccc3C2=O)cc1	53	43	-9	61	31	25
CCOC(=O)C(C#N)=C1c2ccccc2Oc2ccccc21	-1	-2	-46	-4	7	1
O=c1[nH]nc(Sc2ccccc2)c2nncn12	25	-5	-17	16	-5	-1
Cc1cc(C)c(NC(=O)Nc2ccc(Cl)c(Cl)c2)cc1C	17	10	-5	-28	-5	55
[O-][N+]1(CC[N+]2([O-])CCCCC2)CCCCC1	16	2	-37	-17	-1	-5
CCOC(=O)c1csc(/C=C/c2cc(OC)c(OC)c(OC)c2)n1	-8	46	-20	-1	12	1
Nc1ccc2cc(Br)c3ccccc3c2c1	90*	89*	40	86*	71*	74*
CN(C)CCN(C)CCC(=O)/C=C/c1ccccc1	99*	100*	96*	88*	98*	84*
Cc1onc(-c2ccccc2Cl)c1C(=O)NCC(=O)O	0	-4	4	-6	13	3

Fetched by structure from above (five):
structure	yeast mlh1 rad18	sgs1 mgt1	yeast cln2 rad14	yeast rad50	bub3	yeast mec2-1
O=C(N/C=C\NC(=O)Nc1cccc(Cl)c1)Nc1cccc(Cl)c1	19	16	16	41	-2	16
Cc1ccc(NC(=O)Oc2cccnc2)cc1NC(=O)Oc1cccnc1	11	0	14	7	20	-5
CCOC(=O)c1csc(/C=C/c2cc(OC)c(OC)c(OC)c2)n1	-8	46	-20	-1	12	1
CC(=O)Nc1ccc2c(c1)Cc1cc(NC(C)=O)c(Cl)cc1-2	-1	-1	8	3	-2	12
Cc1cccc(C)c1NC(=O)Oc1ccc(F)cc1Cl	-13	24	1	-2	-1	22

Next part:
structure	yeast mlh1 rad18	sgs1 mgt1	yeast cln2 rad14	yeast rad50	bub3	yeast mec2-1
CNc1ccccc1C(=O)N/N=C/c1ccc(O)c(OC)c1	-20	1	3	3	37	6
CCC1(O)CC2CN(CCc3c([nH]c4ccccc34)C(C(=O)OC)(c3cc4c(cc3OC)N(C)C3C(O)(C(=O)NCCSSCCNC(=O)C5(O)C(O)C6(CC)C=CCN7CCC8(c9cc(C%10(C(=O)OC)CC%11CN(CCc%12c%10[nH]c%10ccccc%12%10)CC(O)(CC)C%11)c(OC)cc9N(C)C58)C76)C(O)C5(CC)C=CCN6CCC43C65)C2)C1 (stereo not given)	38	25	43	23	40	11
O=C(O)Cn1c(=O)n(CC(=O)O)c2ccccc21	-8	-4	-10	7	3	-5
CCc1[nH]c2ccccc2c1C(=O)c1cccnc1	-13	4	-23	4	-47	-12
O=[N+]([O-])c1ccc(N/N=C/C2CC=CCC2)c([N+](=O)[O-])c1 (stereo not given)	5	-9	-13	7	-6	-7
CC(=O)OC1CCC2(C)C(CCC3C4CCC5(OC6CC(C)CN(C(C)=O)C6C5C)C(C)C4C(=O)C32)C1 (stereo not given)	25	8	10	26	13	8
N#Cc1cccc(O)c1	12	-2	20	-3	14	-11
O=C(NC1C=Nc2ccc([N+](=O)[O-])cc2NC1=O)c1ccc(Cl)cc1 (stereo not given)	-8	7	-18	13	-2	8
CC(=O)OCN(C)N=Nc1ccc([N+](=O)[O-])cc1	23	26	6	28	11	10
c1ccc(C2=Nc3ccccc3-c3ccccc3N2)cc1	-8	-6	-28	-3	-5	-1
CCCCCCCCS(=O)(=O)Nc1ccccc1	99*	99*	99*	99*	99*	99*
N=c1n(CC(=O)NC23CC4CC(CC(C4)C2)C3)c2ccccc2n1Cc1ccc(Cl)cc1	90*	93*	92*	92*	91*	93*
COC(=O)/C=C(\C)Nc1cccc([N+](=O)[O-])c1	-7	-19	-37	-15	-1	-1
Cc1ccc(S(=O)(=O)NC2CCCCCCC2)cc1	83*	79*	60	77*	89*	64
N#CCCOCCN1CCN(c2cccc(Cl)c2)CC1	23	12	-3	10	52	-8
O=C1OC(C(O)C(O)CO)C(O)C1O (stereo not given)	-2&-24	-34&1	-33&-17	-17&8	-1&14	-27&8
CCC(C)C(=O)OC1C(=O)OC2CC3C(C)=CC(=O)C(O)C3(C)C3C4(O)OCC23C1C(C)C4O (stereo not given)	92*	90*	91*	90*	91*	93*
COC(=O)C(=O)CC(=O)CCn1ncc(Cl)c(Cl)c1=O	-18	-1	6	-14	-14	-25
CC(C)NCC=C=Nc1ccccc1	24	43	41	46	-6	9
CC(CO)Cc1ccc(C(C)(C)C)cc1 (stereo not given)	-3	1	-18	4	17	-3
COc1ccccc1NC(=O)C1=C(C)NC(C)=C(C(=O)Nc2ccccc2OC)C1C1=CC=COC1	-16	-26	-1	-30	13	-13
CCCCN(CCCC)C(=O)C(=O)C(C(=O)c1ccc(OC)cc1)c1ccc(OC)cc1 (stereo not given)	-4	-12	-10	-9	14	-2
CCOC(=O)c1c[nH]cc1-c1cn(S(=O)(=O)c2ccccc2)cc1C	49	50	44	29	44	18
CC(C)S(=O)(=O)O	-3	-14	-26	3	5	21
C=C[Si](OC(C)C)(OC(C)C)OC(C)C	-13	-2	8	21	2	-20

Full records as entered above:
`N=c1n(CC(=O)NC23CC4CC(CC(C4)C2)C3)c2ccccc2n1Cc1ccc(Cl)cc1` is entered as yeast mlh1 rad18: 90*; sgs1 mgt1: 93*; yeast cln2 rad14: 92*; yeast rad50: 92*; bub3: 91*; yeast mec2-1: 93*
`CCCCN(CCCC)C(=O)C(=O)C(C(=O)c1ccc(OC)cc1)c1ccc(OC)cc1` (stereo not given) is entered as yeast mlh1 rad18: -4; sgs1 mgt1: -12; yeast cln2 rad14: -10; yeast rad50: -9; bub3: 14; yeast mec2-1: -2

(cont.)
structure	yeast mlh1 rad18	sgs1 mgt1	yeast cln2 rad14	yeast rad50	bub3	yeast mec2-1
Cc1cc(C=C2C(=O)OC(C)(C)OC2=O)cc(C)c1O	16	22	9	-7	19	-16
O=C(Nc1nnc(C(F)(F)F)s1)c1c(F)cccc1F	30	25	20	8	37	17
O=C1C(N=Nc2ccccc2)=C(O)C2C3C=CC(C3)C12 (stereo not given)	99*	95*	99*	99*	98*	98*
CCN(CC)N=Nc1ccc(S(N)(=O)=O)cc1	15	16	38	8	-5	13
CC(C)(C)OC(=O)N(CCCCNCc1ccc2ccccc2c1)CCCNCc1ccc2ccccc2c1	91*	77*	89*	91*	90*	93*
O=S(Cc1ccccc1)/C(=C/NC(=S)Nc1cc(Cl)ccc1Cl)c1ccccc1 (stereo not given)	7	14	6	4	5	7
CN(CC#N)c1ncnc(Cl)c1[N+](=O)[O-]	1	8	-1	33	-1	4
N#CSCCl	92*	94*	91*	92*	92*	92*
COc1ccc(NC(=O)CC(=O)n2nc(-c3ccccc3)c(N=Nc3ccccc3C(=O)O)c2-c2ccccc2)cc1	-14	-2	3	-29	2	-13
NC(=O)C(=O)N/N=C/c1ccc2c(c1)CCC2	8	nt	nt	-2	nt	-11
COc1ccc(Cl)cc1NC(=O)c1cccc(C(=O)Nc2cc(Cl)ccc2OC)c1	-14	-1	-45	-15	-2	-20
CCNc1cc2c3c(c1)CCN3CCC2	15	35	12	30	17	-24
Cc1ccc(NC(=O)Oc2ccccc2C(=O)OCc2ccccc2)cc1	1	6	20	5	8	7
CN(NC(=O)/C(=C/c1ccc2c(c1)OCO2)NC(=O)c1ccccc1)c1ccnc2cc(Cl)ccc12	88*	78*	56	90*	72*	46
N=C(N)Sc1cc(O)ccc1O	6	6	-7	-4	14	-23
COC(=O)c1ccccc1OC(=O)CCl	24	22	0	10	6	11
N#CC(C#N)=Cn1ccc(=O)[nH]c1=S	8	-26	-9	-24	-10	-23
CC(C)C[C@H](NC(=O)[C@@H](O)[C@H](N)Cc1ccc(O)cc1)C(=O)O	4	2	20	3	11	-13
CCOc1cc(C(C)(C)C)c(O)c(C(C)(C)C)c1	5	-3	47	4	17	11
CCOC(=O)c1c(NS(=O)(=O)c2ccc(C)cc2)sc(C)c1-c1ccccc1	-4	-6	68	-21	7	0
CCOC1C=CC(OC(C)=O)C(COC(C)=O)O1 (stereo not given)	-9	3	-29	9	-4	22

Source: PubChem BioAssay (NCI)
